IL2 activator = activators of IL-2; IL-2 activation reporter assay, cell-based qHTS; stimulated with anti-CD3/CD4/CD28 beads; in transgenic mouse T cells; activation, % (series mostly up to about 46 µM); hit rate 0.065% among 360,000; in the data active = activation above about 50%; inconclusive = mostly about 30% to 49%; note: 0% is about no effect
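Readout: EGFP and DsRed signals by fluorescent plate cytometry. Unstimulated transgenic mouse T cells received compound 60 min before antibody-bead stimulation, then incubated 18 h at 37 degrees C.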
WRN helicase inh = WRN helicase (human) inhibition. Q14191. WRN helicase unwinding, fluorescent forked duplex, kinetic. Potency, µM (titrated, usually from 114 µM), for inactives: at the top dose activity change, negative = inhibition, most hits filed as inhibitors. hit rate 0.46% among 360,000; note: potency is the fitted concentration of half-maximal effect; % is set by controls: 0 for no effect and ±100 for the full control effect; nearly all actives have a fitted effect of over 55% in size
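Primary qHTS, 1536-well format. 20 nM WRN + compound, 15 min RT; start with 100 nM forked fluorophore/quencher duplex, 2 mM ATP (final); kinetic read ex 525/em 598 nm.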
PLK1 PBD block = inhibitors of human PLK1 polo-box domain binding | Potency, µM, for inactives: max response, negative = inhibition, most hits filed as inhibitors | P53350 | hit rate 2.8% among 360,000 | AID 720504 | Plk1 PBD binding of FITC phosphopeptide, fluorescence polarization; note: potency is the fitted concentration of half-maximal effect; series mostly up to about 57 µM; % is set by controls: 0 for no effect and ±100 for the full control effect; nearly all actives have a fitted effect of over 65% in size
Target sequence (P53350 whole entry, looked up, the tested form may be a part): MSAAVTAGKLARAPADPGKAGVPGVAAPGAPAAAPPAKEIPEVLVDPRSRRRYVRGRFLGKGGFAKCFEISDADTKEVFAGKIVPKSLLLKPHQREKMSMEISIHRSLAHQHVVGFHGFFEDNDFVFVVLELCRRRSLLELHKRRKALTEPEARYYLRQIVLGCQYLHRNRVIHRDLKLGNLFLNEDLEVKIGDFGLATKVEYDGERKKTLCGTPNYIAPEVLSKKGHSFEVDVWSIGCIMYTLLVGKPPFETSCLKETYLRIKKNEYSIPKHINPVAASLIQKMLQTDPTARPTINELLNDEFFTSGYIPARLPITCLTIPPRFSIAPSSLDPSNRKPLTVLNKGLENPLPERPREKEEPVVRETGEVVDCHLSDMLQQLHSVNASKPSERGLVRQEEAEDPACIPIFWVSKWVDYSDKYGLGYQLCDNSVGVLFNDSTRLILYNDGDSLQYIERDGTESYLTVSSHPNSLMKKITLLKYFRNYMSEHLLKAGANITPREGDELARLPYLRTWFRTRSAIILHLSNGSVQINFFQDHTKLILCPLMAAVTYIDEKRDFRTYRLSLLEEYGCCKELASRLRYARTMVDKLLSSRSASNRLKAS
CCT modulator = modulators of cytosolic chaperonin (CCT/TRiC) activity. purified chaperonin ATPase assay, HTRF ADP detection, 30 min. activity change, % (no concentration beside the values), hits read low. hit rate 0.3% among 360,000. AID 651819; in the data active = activity change below about -30%; note: % is set by controls: 0 for no effect and ±100 for the full control effect
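ATPase activity: ADP formed was measured by HTRF Transcreener (665/615 nm ratio) after 30 min at 37 deg C with 10 uM ATP. Compounds screened at one 76 uM concentration against 40 or 20 nM TRiC in Tris pH 7.4/KCl/MgCl2/DTT buffer.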
EPAC1 antag = antagonists of human EPAC1; hit rate 0.14% among 360,000; Potency, µM (titrated, usually from 115 µM), without a hit: at the top dose activity change, negative = inhibition, hits mostly inhibitors; EPAC1 GEF assay, Rap1b-BODIPY-GDP exchange fluorescence; AID 720709; O95398;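 note: potency is the fitted concentration of half-maximal effect; plate controls were vehicle for no effect and positive control for full effect; nearly all actives have a fitted effect of over 50% in size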
PI5P4K alpha inh = PI5P4K alpha (human) kinase inhibition | P48426 | PI5P4Kalpha enzyme, ADP-Glo luminescence, 60 min; active compounds read low | max response, % | hit rate 1.2% among 330,000 | AID 652105; active = max response of -50% or lower; inconclusive = between -30% and -50%; inactive = -30% or higher; note: value at the top dose of about 77 µM; % is set by controls: 0 for no effect and ±100 for the full control effect
Target sequence (P48426 whole entry, looked up): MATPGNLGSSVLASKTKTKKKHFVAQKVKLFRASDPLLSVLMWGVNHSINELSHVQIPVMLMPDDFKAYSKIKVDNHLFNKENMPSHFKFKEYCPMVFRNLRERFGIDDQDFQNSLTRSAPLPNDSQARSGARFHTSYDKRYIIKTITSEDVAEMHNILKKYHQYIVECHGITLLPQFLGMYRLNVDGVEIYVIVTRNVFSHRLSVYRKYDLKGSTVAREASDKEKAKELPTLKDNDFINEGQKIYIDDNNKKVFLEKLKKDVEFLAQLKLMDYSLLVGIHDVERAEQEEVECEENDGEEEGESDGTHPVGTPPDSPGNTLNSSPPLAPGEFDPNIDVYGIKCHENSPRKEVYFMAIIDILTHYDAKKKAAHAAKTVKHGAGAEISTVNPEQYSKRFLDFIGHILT
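Reactions run in 0.038 M HEPES pH 7.4, 0.28 mM EGTA, 0.1% CHAPS and 5% DMSO, with PI5P4Kalpha, substrate, compound and 5 microM ATP final, one hour at room temperature. Readout is ADP-Glo luminescence.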
EPAC1 agonist = agonists of human EPAC1 | O95398 | EPAC1 agonist qHTS, biochemical assay; response scale: 100% = response to 6.5 mM cAMP | Potency, µM (highest dose often 154 µM), for the others: top-dose activation, hits mostly activators | hit rate 0.073% among 360,000; note: potency is the fitted concentration of half-maximal effect; nearly all actives have a fitted effect of over 60% in size
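Nucleotide exchange by EPAC1 (100 nM) on Rap1B–BODIPY-GDP (250 nM) in the presence of 50 uM GDP is tracked fluorescently at 480/540 nm over 30 min. Signals are normalized to a 6.5 mM cAMP control.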
EPAC2 ag = activates human EPAC2 exchange factor; Q8WZA2; EPAC2 activation, biochemical qHTS; response scale: 100% = 6.5 mM cAMP response; Potency, µM (highest dose often 154 µM), for inactives: at the highest dose activation, usual class: activators; hit rate 0.079% among 360,000; AID 720711; note: potency is the fitted concentration of half-maximal effect; nearly all actives have a fitted effect of over 50% in size
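EPAC2 (100 nM) mixed with Rap1B loaded with BODIPY-GDP (250 nM) plus 50 uM unlabeled GDP; compounds pinned in, 5 min RT, then read every 5 min for 30 min (ex 480, em 540 nm). Normalized to cAMP control.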
An asterisk follows results filed as active; ? = inconclusive; nt = no result given; [ ] = remark or other dose. Unless noted, calls come from the whole dose curve; as a rule, active = well fitted curve in the direction sought with a large enough effect; inconclusive = small, poorly fitted or top-dose-only effect, or another doubt; inactive = no such curve, though single readings can be large; an effect the other way counts as inactive or inconclusive. The list is partial; the hit share may differ from the screen's.

SMILES	IL2 activator	WRN helicase inh	PLK1 PBD block	CCT modulator	EPAC1 antag	PI5P4K alpha inh	EPAC1 agonist	EPAC2 ag
COc1ccc(C(=O)CN2C(=O)NC3(CCc4ccccc43)C2=O)c(OC)c1 (stereo not given)	-3.4	2%	-4%	-3.4	-3%	-2	15%	9%
Fc1ccc2[nH]c3c(NCc4ccccc4)ncnc3c2c1	-6.0	-26%	-8%	-1.5	-22%	-17	10%	26%
Cc1cccc(NC(=O)c2cc3c(s2)-c2c(C)cccc2OC3)n1	-0.1	-6%	-7%	-0.2	4%	-5	12%	7%
Cc1csc(NC(=O)C2C3C=CC(O3)C2C(=O)O)n1 (stereo not given)	-1.7	-5%	-1%	-1.3	2%	nt	-2%	8%
CCOC(=O)C1(C)CCCN(C(=O)c2cc(C)on2)C1 (stereo not given)	1.1	-3%	5%	-1.4	-15%	6	10%	6%
O=C(Nc1c(C(=O)N2CCOCC2)cnn1-c1ccccc1)c1cccc(F)c1	-2.6	-19%	1%	1.2	1%	-1	-2%	1%
O=C(Cn1c(S(=O)(=O)Cc2ccccc2)nc2ccccc21)N1CCCCC1	0.7	0%	-2%	-0.3	6%	4	-24%	-6%
Cc1ccc(NC(=O)Cn2nc(C(F)(F)F)c3c2CCC3)cc1	-1.7	1%	-8%	-1.9	0%	nt	-2%	-5%
Cc1ccc(C(=O)N/C(=C\c2cn(-c3ccccc3)nc2-c2ccccc2)C(=O)N2CCOCC2)cc1	-1.9	-9%	-6%	0.3	-2%	nt	17%	0%
CC1(C)c2ccccc2N2CC(=O)NC21/C=C/c1ccco1 (stereo not given)	0.3	-8%	-12%	-3.0	6%	-22	8%	0%
Cc1ccc(CNC(=O)c2cc(=O)c3cc(C)ccc3o2)cc1	-3.3	-4%	-18%	-2.6	-26%	13	-5%	5%
CCOc1ccc(C(C)=O)cc1COC(=O)C(C)N=C1NS(=O)(=O)c2ccccc21 (stereo not given)	-0.8	-7%	-1%	-3.0	-2%	-12	5%	2%
O=C(c1ccccc1Cl)N1CCn2c1nc1ccccc12	2.6	0%	-6%	-0.5	-24%	1	9%	-3%
C[C@H]1CN([C@@H](C)CO)C(=O)c2cc(NC(=O)CCN3CCOCC3)ccc2O[C@H]1CN(C)C(=O)Nc1ccc(F)cc1	0.4	-3%	-13%	-0.8	7%	-1	-1%	-1%
CCc1nc2ccc(C(=O)Nc3cccc(C(C)=O)c3)cc2nc1CC	0.2	-9%	8%	1.0	5%	-9	-10%	3%
COc1ccccc1-c1cnc(C(O)c2cccc(F)c2)[nH]1 (stereo not given)	-0.2	7%[57.1 µM]	-2%	0.8	6%	-5	-9%	3%
Cc1oc2ccc(OC(C(=O)O)c3ccccc3)cc2c1C(=O)O (stereo not given)	-3.2	6%	6%	-2.9	9%	-3	-1%	6%
CC(=O)Nc1cccc(NC(=O)CSc2ncc(C(=O)Nc3ccc(F)cc3)c(=O)n2C)c1	-4.4	?	-5%	2.6	-2%	2	1%	13%
CCCC(=O)Nc1nc2ccc(OC)cc2s1	-4.3	10%	5%	-0.3	-1%	-2	-5%	5%
O=C(CC[C@H]1O[C@@H](n2ccc(=O)[nH]c2=O)[C@H](O)[C@@H]1O)N1CCN(c2ccccn2)CC1	-0.1	3%	-12%	-0.4	-26%	4	4%	4%

Whole records, quoted from the list. Order of screens: IL2 activator | WRN helicase inh | PLK1 PBD block | CCT modulator | EPAC1 antag | PI5P4K alpha inh | EPAC1 agonist | EPAC2 ag
`CC(=O)Nc1cccc(NC(=O)CSc2ncc(C(=O)Nc3ccc(F)cc3)c(=O)n2C)c1` reads -4.4 | ? | -5% | 2.6 | -2% | 2 | 1% | 13%
`Cc1oc2ccc(OC(C(=O)O)c3ccccc3)cc2c1C(=O)O` (stereo not given) reads -3.2 | 6% | 6% | -2.9 | 9% | -3 | -1% | 6%
`O=C(c1ccccc1Cl)N1CCn2c1nc1ccccc12` reads 2.6 | 0% | -6% | -0.5 | -24% | 1 | 9% | -3%
`Cc1ccc(CNC(=O)c2cc(=O)c3cc(C)ccc3o2)cc1` reads -3.3 | -4% | -18% | -2.6 | -26% | 13 | -5% | 5%
`CCc1nc2ccc(C(=O)Nc3cccc(C(C)=O)c3)cc2nc1CC` reads 0.2 | -9% | 8% | 1.0 | 5% | -9 | -10% | 3%

Continuation:
SMILES	IL2 activator	WRN helicase inh	PLK1 PBD block	CCT modulator	EPAC1 antag	PI5P4K alpha inh	EPAC1 agonist	EPAC2 ag
Cn1cnnc1SCCNS(=O)(=O)c1ccccc1	-0.8	-8%	0%	0.7	12%	1	1%	-84%[inhibitor][15.6 µM]
COc1ccc(/C=C/C(=O)NCC2COc3ccccc3O2)c(OC)c1 (stereo not given)	-3.1	-27%	0%	1.7	-12%	-8	7%	5%
O=C1OC(c2ccc3ccccc3c2O)(c2ccc3ccccc3c2O)c2ccccc21	-1.1	?	4.7µM*	-1.2	56µM*	-79*	-10%	6%
C[C@@H]1CCCCO[C@@H](CN(C)C(=O)CCC(F)(F)F)[C@@H](C)CN([C@H](C)CO)C(=O)c2cc(N(C)C)ccc2O1	-4.4	4%	-14%	2.0	11%	-2	-14%	-11%
O=C(NCc1ccc(Cl)cc1)C1C2C=CC3(CN(Cc4cccnc4)C(=O)C13)O2 (stereo not given)	1.1	1%	-6%	-4.2	-2%	nt	6%	8%
CC(=O)Nc1c(C(=O)N2CCCCCC2)cnn1-c1ccccc1Cl	-2.6	-1%	0%	-0.7	7%	nt	2%	-13%
COc1ccccc1N1CCN(CC(O)COc2c(OC)cccc2OC)CC1 (stereo not given)	-3.3	6%	-7%	-2.4	-2%	1	5%	-5%
CC(=O)c1cccc(NC(=O)N2CCCC2C(=O)Nc2c(C)cccc2C)c1 (stereo not given)	-1.0	-6%	4%	-0.6	10%	-1	2%	2%
CCN(CC)c1nc(Nc2ccc(Cl)cc2)nc(OCC#N)n1	-0.4	-9%	-3%	-4.5	-11%	1	8%	16%
Cc1ccccc1C(=O)N1CCN(c2ccc([N+](=O)[O-])c(NCc3cccnc3)c2)CC1	-0.8	3%	-9%	-2.0	-19%	-4	-3%	2%

Looked up above:
WRN helicase inh with `COc1ccc(/C=C/C(=O)NCC2COc3ccccc3O2)c(OC)c1` (stereo not given) is entered as -27%
PI5P4K alpha inh with `CC(=O)c1cccc(NC(=O)N2CCCC2C(=O)Nc2c(C)cccc2C)c1` (stereo not given) is entered as -1

Later entries.
SMILES	IL2 activator	WRN helicase inh	PLK1 PBD block	CCT modulator	EPAC1 antag	PI5P4K alpha inh	EPAC1 agonist	EPAC2 ag
CCOc1ccc2nc(NC(=O)Cn3c(C)csc3=O)sc2c1	-0.5	-1%	-8%	-2.3	8%	-14	-2%	3%
Cc1cc(C)n2nc(C(=O)OCC(=O)N(CC(C)C)C3CCS(=O)(=O)C3)nc2n1 (stereo not given)	0.4	15%	1%	0.1	2%	0	0%	-9%
CN(C)c1ccc(/C=N/N=C/c2ccccc2O)cc1	-3.3	1%	2%	-3.9	1%	2	-10%	-3%
C=CCSCC1Nc2cc(Cl)c(S(N)(=O)=O)cc2S(=O)(=O)N1 (stereo not given)	1.7	0%	-4%	0.1	-14%	-2	-20%	1%
CCCOC(=O)c1ccc(NS(=O)(=O)c2cccs2)cc1	-3.0	-6%	-8%	1.5	6%	-2	-4%	6%
COc1cc(CNc2ccc(N3CCOCC3)cc2)ccc1OCC(=O)NC(C)(C)C	-0.1	2%	-14%	-3.8	0%	0	13%	1%
Cc1nc(N)nc(Cl)c1CCC1OCCO1	0.4	5%	-6%	-0.3	12%	0	3%	11%
O=C(CCSc1ccccc1Cl)NNC(=O)c1ccncc1	-4.8	-7%	-4%	-0.8	-2%	-5	7%	-1%
CC(C)(C)OC(=O)NCc1ccc(CNC(=O)c2[nH]cnc2C(=O)Nc2ccccc2F)cc1	-4.5	-5%	-12%	-2.5	-18%	-2	-13%	2%
CC(C)C[C@@H](CN)NC(=O)c1nc[nH]c1C(=O)N[C@@H](C)C(=O)CNC[C@H](C)NC(=O)c1nc[nH]c1C(=O)N[C@@H](C)C(=O)O	0.1	4%	?	0.2	?	?	-6%	2%
COc1cccc(-c2ccc(NC(=O)C3CCCN(Cc4cnc(C)s4)C3)cc2)c1 (stereo not given)	-2.5	-13%	6%	-0.6	-23%	-4	4%	8%
CC(Sc1ncccn1)C(=O)N1CCc2ccccc21 (stereo not given)	-0.3	-15%	-11%	0.3	-15%	3	-53%[inhibitor]	13%
CCN(CC)C(=O)C1=C(C)N(Cc2ccc(F)cc2)C(=O)C(CC(=O)NC2CCCCC2)C1 (stereo not given)	-1.8	2%	5%	-6.3	8%	-2	-16%	-5%
COC(=O)c1cccc(NC(=O)C2COc3ccccc3O2)c1C (stereo not given)	0.8	-4%	0%	0.3	-1%	1	-5%	3%
Cc1nn(-c2ccc(N3CCCCC3)nn2)c(C)c1CCC(=O)Nc1ccccc1F	-0.7	-8%	-6%	0.7	9%	3	17%	-6%
CS(=O)(=O)N(CC(=O)NCCSCc1ccco1)c1ccc(Cl)cc1	-1.1	-19%	-17%	-0.2	-10%	-3	1%	5%
Cc1ccc(-n2c(SCC(=O)Nc3cccc(S(=O)(=O)NC4=NCCCCC4)c3)nc3ccccc3c2=O)cc1C	-0.1	-5%	-1%	0.3	0%	2	0%	-12%
C=CCNC(=O)/C(C#N)=C/c1ccc(C(=O)O)cc1	-2.3	-6%	-4%	0.2	0%	-30	-8%	6%
Oc1ccc(C[C@H]2CNCCN2CCCCC2CCCCC2)cc1	-4.6	1%	-6%	0.9	-29%	6	-20%	9%
COC(=O)C(C(=O)Nc1ccc(OC)cc1)C1CCCCCC1 (stereo not given)	-0.3	4%	-7%	-1.2	-19%	4	2%	0%
Cc1cc(C)cc(N(CC(=O)NCc2ccc(F)cc2)C(=O)c2snc(C(N)=O)c2N)c1	-2.3	-1%	2%	-0.8	0%	-1	-10%	-3%
Cc1ccc(NC(=O)CSc2nnc(-c3ccccn3)n2N)c(Br)c1	-0.1	14%	-13%	-0.3	10%	0	-3%	5%
CC(=O)N1CCc2cc(S(=O)(=O)CCC(=O)N(C)Cc3ccco3)ccc21	-2.5	1%	-14%	-1.7	-4%	-6	3%	5%
O=C(NCc1ccccc1)c1cncc(Br)c1	3.1	-26%[57.1 µM]	2%	1.3	18%	-1	-16%	3%
